AmpC inh det – AmpC beta-lactamase inhibition, detergent assay; P00811; purified AmpC, nitrocefin hydrolysis with detergent; Potency, µM (top dose mostly 28.7 µM), for the others: top-dose activity change, negative = inhibition; 71,000 compounds, 0.09% hits; AID 584; active = well fitted curve in the direction sought with a large enough effect
Target sequence (P00811 whole entry, looked up): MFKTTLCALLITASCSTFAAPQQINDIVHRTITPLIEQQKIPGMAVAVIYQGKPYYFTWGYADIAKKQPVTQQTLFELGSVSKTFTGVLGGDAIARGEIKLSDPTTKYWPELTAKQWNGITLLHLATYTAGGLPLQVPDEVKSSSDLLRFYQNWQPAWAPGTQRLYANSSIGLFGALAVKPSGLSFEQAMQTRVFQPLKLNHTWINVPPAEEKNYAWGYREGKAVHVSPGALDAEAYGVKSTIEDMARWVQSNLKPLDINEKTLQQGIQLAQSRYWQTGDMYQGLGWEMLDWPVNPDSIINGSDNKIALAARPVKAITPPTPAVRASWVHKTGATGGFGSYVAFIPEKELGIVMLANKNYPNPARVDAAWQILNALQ
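E. coli AmpC (5.3 nM) in 20 mM phosphate pH 7.0 with 0.01% Triton X-100, preincubated 15 min RT with compound; nitrocefin (2 uL of 800 uM stock) hydrolysis followed by 480 nm absorbance every 20 s over 4 min.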
Active calls of the source: *; [ ] = dose if it differs, or a comment. % is scaled to controls: 0 for no effect and ±100 for the full control effect; potency is read from the fitted curve at half-maximal effect.

| SMILES | AmpC inh det |
| --- | --- |
| CCN(CC)CC(=O)Nc1cc(C)c2c(=O)oc3ccccc3c2n1 | 13% |
| CCCN1CCN(C(c2cc3cc(OCC)ccc3[nH]c2=O)c2nnnn2C2CCCCC2)CC1 (stereo not drawn) | -5% |
| CCOc1ccccc1NC(=O)N1CCC(c2nc3ccc(C)cc3[nH]2)CC1 | 10% |
| Cc1nnc(SCCn2c(N3CCN(c4ccccc4)CC3)nc3c2c(=O)n(C)c(=O)n3C)s1 | 9% |
| COC(=O)c1cccc(NC(=O)CSc2nc(=O)cc(N)n2-c2ccccc2)c1 | -2% |
| O=C(Cn1ncc2c1-c1ccccc1OC2)N1CCN(Cc2ccc3c(c2)OCO3)CC1 | 6% |
| COCCNC(=O)c1c(N)n(-c2cccc(C)c2)c2nc3ccccc3nc12 | -3% |
| O=C(CCCC1=NS(=O)(=O)c2ccccc2N1)N1CCN(c2ccc(Cl)cc2)CC1 | 25% |
| COc1ccc(-c2nnc(SCC(=O)Nc3ncc(C)s3)n2-c2ccccc2)cc1OC | 8% |
| NCc1nnn(Cc2ccccc2)c1N | 1%[5.75 µM] |
| CCn1c(=O)cc(OCC(=O)NCc2cccnc2)c2ccccc21 | -5% |
| COc1cccc(-n2c(C)nc3c(cnn3-c3ccc(C)cc3)c2=O)c1 | -1% |
| COc1ccccc1NC(=O)CCc1c(C)[nH]c(=O)c(C#N)c1C | -3% |
| CN(C)CCCn1c2ccccc2c2cnccc21 | 0%[5.75 µM] |
| NC/C(=N\O)c1ccc(Cl)cc1Cl | -4% |
| CCn1c(SCC(=O)N2CCN(S(=O)(=O)c3ccccc3)CC2)nnc1-c1cccs1 | -1% |
| O=C(O)c1cc(C(=O)C(=O)c2cc(C(=O)O)c(O)c3ccccc23)c2ccccc2c1O | 2%[5.75 µM] |
| CC(C)NC(=O)CCCn1c(=S)[nH]c2cc3c(cc2c1=O)OCO3 | 3% |
| C[C@@H](N=C(N)N)C(=O)O | 5%[5.75 µM] |
| CC(=O)Nc1ccc(S(=O)(=O)N2CCC(N(C)CCC(C)C)CC2)cc1 | -3% |
| O=C(c1csnn1)N1CCC2(CC1)CCN(c1ccccn1)CC2 | 0% |
| Cc1nn(-c2ccc(Cl)cc2)c2sc(C(=O)N3CCN(c4ccccn4)CC3)cc12 | -1% |
| CCOC(=O)CN1C(=O)C(O)(C2CCc3ccccc3C2=O)c2ccccc21 (stereo not drawn) | -1% |
| CC1CN(c2ncnc3c2oc2ccccc23)CC(C)O1 (stereo not drawn) | -3% |
| O=C(CSc1nnnn1-c1ccccc1)Nc1ccc(N2CCOCC2)c(Cl)c1 | -3% |
| O=C(Nn1cnnc1)c1cc2c(s1)CCCC2 | -1% |
| COc1ccc(CC(NC(C)=O)C(=O)NC2CCN(c3nnnn3-c3ccccc3)CC2)cc1 (stereo not drawn) | 12% |
| COCC(=O)N(CCc1ccc(OC)cc1)Cc1nc2ccccc2c(=O)[nH]1 | -3% |
| NNc1nncc2ccccc12 | -1%[12.8 µM] |
| Cc1ccc(-n2c(SCc3ccc(C#N)cc3)nnc2-c2ccccn2)cc1 | -6% |
| Cc1nn(-c2nnc(C)c(=O)[nH]2)c(C)c1SCC(=O)Nc1ccc(F)cc1 | -2% |
| CSCC[C@H](NC(=O)OC(C)(C)C)c1nnc(SCC(=O)N(C)C)o1 | 15% |
| CC(=O)c1cccc(NC(=O)NC2CCCCC2)c1 | 15% |
| Nn1c(COc2cccc(Br)c2)nnc1SCC(=O)N1CCc2ccccc2C1 | 8% |
| Cc1cccc(OCC(=O)Nc2ccc3c(c2)nc(CCN2CCN(C)CC2)n3C)c1 | -5% |
| CCOC(=O)N1CCN(C(=O)c2ccc(-n3c(=S)[nH]c4ccccc4c3=O)cc2)CC1 | 15% |
| COc1cc(-c2cc(C(=O)O)c3c(OC)c(OC)c(OC)cc3n2)ccc1O | -3% |
| Cn1cnnc1SCCn1c(N2CCCCC2)nc2c1c(=O)[nH]c(=O)n2C | -1% |
| O=C(CCNS(=O)(=O)c1cccs1)N1CCc2ccccc2C1 | -5% |
| COC(=O)N1CCC2(CCN(Cc3ccccc3OC)CC2)CC1 | 4% |
| N#CC1=C(N)C(C#N)(C#N)C(c2cccnc2)C2CCCC=C12 (stereo not drawn) | 14% |
| COc1ccc(Cl)cc1NC(=O)c1nc2nc(C)cc(C(F)F)n2n1 | 11% |
| O=C(c1ccccc1F)N1CCc2ccccc21 | 1% |
| CCN(CC)CCOC(=O)c1c(C)oc2ccc(O)cc12 | -1% |
| O=C(OCc1ccccc1)C1CCCN1C(=O)c1cccs1 (stereo not drawn) | 1% |
| Cc1cccc2cc(C(c3nnnn3CC3CCCO3)N3CCc4ccccc4C3)c(=O)[nH]c12 (stereo not drawn) | 8% |
| CC(C)C(OC(=O)CN1C(=O)COc2ccccc21)C(=O)NC1CCCC1 (stereo not drawn) | -1% |
| CN(CCNC(=O)C1CC(=O)N(C2CCCC2)C1)Cc1ccccc1 (stereo not drawn) | 5% |
| COc1cccc(N=C2SC(C(=O)Nc3ccccc3F)CC(=O)N2C)c1 (stereo not drawn) | -1% |
| O=C(COc1ccc(S(=O)(=O)N2CCOCC2)cc1)Nc1ccc(Cl)c(C(F)(F)F)c1 | -1% |

Further records:
| SMILES | AmpC inh det |
| --- | --- |
| CCn1ccc(C(=O)Nc2ccc(Cl)cn2)n1 | 13% |
| O=C(CSc1nc2nc[nH]c2c(=O)[nH]1)NC1CCCCC1 | -2% |
| Cc1cc(NC(=O)c2ccc(NC(=O)C(C)Oc3ccccc3)cc2)no1 (stereo not drawn) | -3% |
| O=C(C1CCC1)N1CCc2cc(S(=O)(=O)Nc3ccc4c(c3)OCCO4)ccc21 | -6% |
| CC(=O)Nc1nc2c(c3c1c(=O)oc1ccccc13)CC(C)CC2 (stereo not drawn) | 9% |
| O=C(CSCc1ccccc1)N1CCN(c2ccc(F)cc2)CC1 | -2% |
| O=C(Nc1ccccc1)[C@@]12C[C@@H]1/C(=N/O)c1ccccc1O2 | -2% |
| O=C1CCCC2=C1C(c1c(Cl)nc3sccn13)C1=C(CCCC1=O)N2 | -2% |
| CCN(CC)C(=O)C1CC(=O)OC1(C)C (stereo not drawn) | 0% |
| CCCCOCCOCCOCCCC | 9% |
| O=C(NC1CCCC1)C(c1cccs1)N(Cc1ccco1)C(=O)c1csnn1 (stereo not drawn) | 13% |
| N#CCCn1c(=O)c(-c2ccc(Cl)cc2)nc2cnc(Oc3ccccc3)nc21 | -2% |
| Cc1ccc2nc(NCCCNC(=O)c3cnccn3)c(C#N)cc2c1 | -4% |
| Cn1c(=O)oc2cc(S(=O)(=O)N3CCC(C(=O)NCC4COc5ccccc5O4)CC3)ccc21 (stereo not drawn) | 12% |
| Cc1ccc(S(=O)(=O)N2CCC(C(=O)Nc3nnc(C4CCCC4)s3)CC2)cc1 | -3% |
| CCCN1C(=O)c2ccc(C(=O)Nc3nccs3)cc2C1=O | 0% |
| COC(=O)c1ccccc1N=C(SC)N(C)C | -1% |
| COc1ccc(C(=O)CSc2n[nH]c(-c3ccco3)n2)cc1 | -3% |
| O=C(NCCN1CCCCC1)c1cc2ccccc2[nH]1 | 0% |
| c1ccc(C(c2ccccc2)N2CCCC3(CCNCC3)C2)cc1 | -4% |
| CCCCN(CC)CCCNC(=O)Cn1nc(Cc2ccncc2)c2ccccc2c1=O | -4% |
| Cc1oc(-c2ccc(Cl)cc2)nc1CN1CCCC(C(=O)NCCCN2CCOCC2)C1 (stereo not drawn) | -3% |
| CCOC(=O)c1ccc(NC(=O)Cn2nnc(-c3ccc(C)cc3)n2)cc1 | -2% |
| Cc1nc(Nc2nc3ccccc3o2)nc2c1CCC2 | 7% |
| O=C(CCN1C(=O)c2ccccc2C1=O)Nc1ccc(F)cc1 | 5% |

Taken from the entries so far (2 entries):
| SMILES | AmpC inh det |
| --- | --- |
| O=C(CCNS(=O)(=O)c1cccs1)N1CCc2ccccc2C1 | -5% |
| COC(=O)N1CCC2(CCN(Cc3ccccc3OC)CC2)CC1 | 4% |

New compounds follow
| SMILES | AmpC inh det |
| --- | --- |
| O=C(Nc1nnc(COc2ccc(Cl)cc2)s1)C1CCCO1 (stereo not drawn) | -5% |
| CN(C)c1ccnc(NCc2ccccc2)c1C#N | -3% |
| COC(=O)Nc1sc2c(c1C(=O)NCc1ccco1)CCCC2 | 1% |
| CCC(=O)n1nc(-c2ccco2)nc1SCc1ccccc1 | -1% |
| Cn1c(C(=O)N2CCN(Cc3ccc4c(c3)OCO4)CC2)cc2c(=O)n(C)c3ccccc3c21 | 11% |
| CC(C)(C)n1nnnc1CN1CCN(C2CCCC2)CC1 | 9% |
| CCC1(CC)NC(=O)NC1=O | 12% |
| CCOC(=O)c1[nH]c(C)c(C(=O)NC(C)CC)c1C (stereo not drawn) | 8% |
| Cc1cccc(Cn2cnc3c(nnn3Cc3ccc(F)cc3)c2=O)c1 | -5% |
| CN1CCN(C(=O)CC23CC4CC(CC(C4)C2)C3)CC1 | -5% |
| COC(=O)[C@H](C)NC(=O)Nc1ccc(OC)cc1OC | 16% |
| CCOC(=O)Cn1cnc2c(nnn2Cc2ccc(Cl)cc2)c1=O | -5% |
| O=C1CCCc2c1cc(C(=O)NCCCN1CCOCC1)c(=O)n2-c1ccc(Cl)cc1 | 10% |
| O=C(CSc1ncc(-c2ccccc2)nn1)NCc1ccco1 | -4% |
| COC(=O)c1[nH]c2cccc(C)c2c1NC(=O)CN1CCN(C(=O)c2ccco2)CC1 | -7% |
| Cc1ccc(OCC(=O)Nc2ccc(N(C)C)cc2)cc1 | 7% |
| Brc1ccc(CSc2nnc(-c3cnccn3)n2Cc2ccco2)cc1 | 15% |
| CC(Oc1ccc(-c2ccccc2)cc1)C(=O)N1CCOCC1 (stereo not drawn) | -5% |
| CN(Cc1ccccc1)C(=O)CCCn1c(=O)[nH]c2cc(Cl)ccc2c1=O | -1% |
| Cc1ccc(O)c(CNc2ccccn2)c1 | 15% |
| Cc1c(NC(=O)C2Cc3ccccc3CN2C(=O)c2ccco2)c(=O)n(-c2ccccc2)n1C (stereo not drawn) | -2% |
| O=C(Nc1ccccc1C(F)(F)F)c1cc(-c2ccc(O)cc2)on1 | -4% |
| COc1ccccc1Nc1nc(N)nc(CN2CCN(Cc3ccccc3)CC2)n1 | -2% |
| CC(C)CCNC(=O)Cn1c(NCCC(C)C)nc2c1c(=O)n(C)c(=O)n2C | 14% |
| COc1ccc(-n2c(C)nc3c(cnn3-c3ccc(Cl)cc3)c2=O)cc1 | -2% |

2 of the compounds above, with each value named.
Cn1c(C(=O)N2CCN(Cc3ccc4c(c3)OCO4)CC2)cc2c(=O)n(C)c3ccccc3c21
  AmpC inh det = 11%
O=C(Nc1nnc(COc2ccc(Cl)cc2)s1)C1CCCO1 (stereo not drawn)
  AmpC inh det = -5%

Structural class, the entries above containing a tert-butyl group
| SMILES | AmpC inh det |
| --- | --- |
| CSCC[C@H](NC(=O)OC(C)(C)C)c1nnc(SCC(=O)N(C)C)o1 | 15% |
| CC(C)(C)n1nnnc1CN1CCN(C2CCCC2)CC1 | 9% |

Laid out differently: results already given
CC(C)NC(=O)CCCn1c(=S)[nH]c2cc3c(cc2c1=O)OCO3
  AmpC inh det: 3%

CN1CCN(C(=O)CC23CC4CC(CC(C4)C2)C3)CC1
  AmpC inh det: -5%

CC(=O)Nc1nc2c(c3c1c(=O)oc1ccccc13)CC(C)CC2 (stereo not drawn)
  AmpC inh det: 9%

CCCN1CCN(C(c2cc3cc(OCC)ccc3[nH]c2=O)c2nnnn2C2CCCCC2)CC1 (stereo not drawn)
  AmpC inh det: -5%

Other structures.
| SMILES | AmpC inh det |
| --- | --- |
| CCCn1nc2ccccc2c1P(=O)(N1CCOCC1)N1CCOCC1 | -3% |
| O=C(CSc1nnnn1-c1cccc2c1CCCC2)N1CCOCC1 | 41% |
| C=CCN1C(=Nc2ccccc2)SC/C1=C\C(=O)OC | -4% |
| CS(=O)(=O)N1CCC2(CCN(Cc3ccc(C#N)cc3)CC2)CC1 | -3% |
| COc1cc(-c2nc(-c3ccncc3)no2)cc(OC)c1OC | 6% |
| O=C(CS(=O)(=O)c1cn(Cc2cccc(F)c2)c2ccccc12)N1CCOCC1 | 1% |
| Cc1cccc(-n2nnc(C(=O)NCc3ccco3)c2N)c1 | -4% |
| COc1ccc2cc(C(c3nnnn3CCc3ccccc3)N3CCC(O)CC3)c(=O)[nH]c2c1 (stereo not drawn) | -1% |
| COc1ccc(-c2cc(C(F)(F)F)nc(SCCC(=O)N3CCN4CCCC4C3)n2)cc1 (stereo not drawn) | -6% |
| O=c1[nH]c2cc(Cl)ccc2c(O)c1-c1ccc(Oc2ccccc2)cc1 | -1% |
| O=C(CSc1nc2ccccc2c(=O)[nH]1)c1cccs1 | -2% |
| O[C@H](CN1CC1)[C@@H](O)CN1CC1 | 2%[5.75 µM] |
| Cc1cccc2cc(C(c3nnnn3Cc3ccc4c(c3)OCO4)N3CCCC3)c(=O)[nH]c12 (stereo not drawn) | 8% |
| COc1ccccc1C1C(C(N)=O)=C(C)Nc2ncnn21 (stereo not drawn) | -6% |
| CCn1c(CNc2ccccc2Cl)nnc1SCCN1CCCCC1 | -4% |
| O=C(O)Cn1cc(C(=O)c2ccco2)c2ccccc21 | 8% |
| Cc1ccc(S(=O)(=O)N2CCN(c3ncnc4c3cnn4-c3ccccc3)CC2)cc1 | -3% |
| COc1ccc(CCNC(=O)c2cnn3ccccc23)c(OC)c1OC | 10% |
| NS(=O)(=O)c1ccc(NS(=O)(=O)/C=C/c2ccccc2)cc1 | 5% |
| O=C(O)C1CCCN1c1ncccn1 (stereo not drawn) | -3% |
| Cc1cc(C)nc(SCc2nnc(SCC(=O)Nc3ccc(Cl)c(C(F)(F)F)c3)o2)n1 | -3% |
| CC(=O)c1cccc(NC(=O)CN(C2CCCCC2)S(C)(=O)=O)c1 | -4% |
| O=S1OCC2C(CO1)C1(Cl)C(Cl)=C(Cl)C2(Cl)C1(Cl)Cl (stereo not drawn) | 9% |
| CCCCC(=O)Nc1ccc2c(c1)nc1n2CCOC1 | 6% |
| CSc1oc(-c2ccco2)nc1S(=O)(=O)c1ccc(F)cc1 | 10% |
| COc1ccc2c(c1)OC1(C)CC2C(C(=O)c2ccccc2OC)C(=O)N1 (stereo not drawn) | 15% |

The list is partial, so the mix of outcomes need not match the whole.
